TGFb SMAD3 inh = blocks TGF-b signaling. actives 1.2% (n = 410,000). Potency, µM (series often up to 46.1 µM), without a hit: top-dose activity, negative = inhibition, actives largely listed as inhibitors. HepG2 CAGA-GFP TGF-b/SMAD3 reporter, GFP fluorescence, 18 h; TGF-beta stimulated, 500 pg/mL final. AID 588855; also: potency is read from the fitted curve at half-maximal effect; % is scaled to controls: 0 for no effect and ±100 for the full control effect; nearly all actives have a fitted effect of over 65% in size
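First, reporter cells (HEPG2 CAGA-GFP) rested 2 h at 37 degrees C. Next, compounds were pinned in and TGF-beta added to 500 pg/mL final. After 18 h, GFP was imaged per cell and summed per well.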
EPAC2 agonist = agonists of human EPAC2 (RAPGEF4). AID 720711. Potency, µM (doses to about 154 µM), without a hit: top-dose activation, hits mostly activators. Q8WZA2. actives 0.079% (n = 360,000). EPAC2 activation, biochemical qHTS; response scale: 100% = 6.5 mM cAMP response; also: potency is read from the fitted curve at half-maximal effect; nearly all actives have a fitted effect of over 50% in size
Target sequence (Q8WZA2 whole entry, looked up): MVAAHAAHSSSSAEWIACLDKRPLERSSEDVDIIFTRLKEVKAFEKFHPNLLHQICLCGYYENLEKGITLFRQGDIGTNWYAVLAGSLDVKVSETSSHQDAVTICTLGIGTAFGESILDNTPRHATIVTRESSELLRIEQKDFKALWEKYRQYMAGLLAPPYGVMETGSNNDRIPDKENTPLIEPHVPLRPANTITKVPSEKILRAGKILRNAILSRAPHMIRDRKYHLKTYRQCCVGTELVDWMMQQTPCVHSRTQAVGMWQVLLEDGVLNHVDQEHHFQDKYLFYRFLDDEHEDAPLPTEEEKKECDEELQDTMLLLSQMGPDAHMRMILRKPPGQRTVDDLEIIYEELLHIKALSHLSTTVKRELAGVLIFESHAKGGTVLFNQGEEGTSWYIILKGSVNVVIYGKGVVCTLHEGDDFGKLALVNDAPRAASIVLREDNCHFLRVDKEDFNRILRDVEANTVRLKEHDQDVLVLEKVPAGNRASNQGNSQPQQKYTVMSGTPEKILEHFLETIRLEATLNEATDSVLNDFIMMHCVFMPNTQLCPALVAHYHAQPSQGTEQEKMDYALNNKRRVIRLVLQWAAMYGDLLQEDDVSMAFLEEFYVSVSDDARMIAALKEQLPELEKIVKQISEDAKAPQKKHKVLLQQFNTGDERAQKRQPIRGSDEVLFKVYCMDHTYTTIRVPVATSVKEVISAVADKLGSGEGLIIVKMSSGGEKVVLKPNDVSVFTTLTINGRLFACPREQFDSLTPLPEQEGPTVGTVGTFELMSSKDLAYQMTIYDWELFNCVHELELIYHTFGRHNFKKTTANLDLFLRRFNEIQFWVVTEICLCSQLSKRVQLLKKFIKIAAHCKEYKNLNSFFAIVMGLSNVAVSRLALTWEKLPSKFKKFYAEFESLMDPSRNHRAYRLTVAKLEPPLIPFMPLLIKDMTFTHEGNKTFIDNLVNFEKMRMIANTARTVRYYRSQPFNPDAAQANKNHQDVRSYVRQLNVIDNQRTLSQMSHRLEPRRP
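In this primary screen, activation is scored as increased exchange of BODIPY-GDP from Rap1B by 100 nM EPAC2, with 50 uM GDP as competitor. Signal is normalized to the 6.5 mM cAMP agonist control.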
ATXN2 expr inh = ATXN2 expression inhibition. Potency, µM (doses to about 57 µM), without a hit: at the highest dose activity change, negative = inhibition, usual class: inhibitors. actives 0.72% (n = 360,000). HEK-293 ATXN2-luciferase reporter, luminescence, 24 h; also: potency is read from the fitted curve at half-maximal effect; % is scaled to controls: 0 for no effect and ±100 for the full control effect; nearly all actives have a fitted effect of over 55% in size
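ATXN2-luciferase reporter cells (luciferase flanked by upstream and downstream ATXN2 gene portions) were treated 24 h at 37 °C with compounds at up to 57 uM. SteadyGlo luminescence gave expression; GF-AFC fluorescence gave viability.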
S2 tox = viability counter-screen for ATXN expression inhibitors; S2 cells (HEK-293 line with an ATXN2-luciferase reporter) viability, CellTiter-Fluor protease fluorescence, 24 h; Potency, µM (highest dose often 56.7 µM), actives largely listed as cytotoxic; actives 0.49% (n = 400,000); AID 651635; also: potency is read from the fitted curve at half-maximal effect; nearly all actives have a fitted effect of over 40% in size
Nrf2 activator = activators of Nrf2 (ARE) signaling; AREc32 ARE-luciferase reporter (MCF7-derived line), luminescence, 24 h; Potency, µM (top dose mostly 46.1 µM), without a hit: at the highest dose activation, actives largely listed as activators; actives 0.31% (n = 410,000); AID 624171; also: potency is read from the fitted curve at half-maximal effect; % of control where 0% means no effect; nearly all actives have a fitted effect of over 65% in size
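Steps: seed AREc32_Fluc cells (1000/well, 5% FBS OPTI-MEM); incubate overnight at 37 deg C; add 23 nL compound; incubate 24 hr; add Steady-Glo; hold 30 min RT; read luminescence.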
A549 tox = A549 cytotoxicity, counter-screen for Nrf2 inhibitors | A549 ARE-Fluc cells, CellTiter-Fluor viability, 18-24 h | Potency, µM (doses to about 46 µM), inactives show top-dose activity change, negative = cytotoxicity, actives largely listed as inhibitors | actives 0.16% (n = 390,000) | AID 504648; also: potency is read from the fitted curve at half-maximal effect; % is scaled to controls: 0 for no effect and ±100 for the full control effect
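A549 ARE-Fluc cells in 5% FBS OPTI-MEM, 5000 cells/well, rested 2 h then exposed to compounds in concentration-response for 18-24 h at 37 °C. Viability by CellTiter-Fluor fluorescence (Ex 405/Em 525) after 30 min; luciferase luminescence (BugLite, 15 min, RT) read afterwards.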
IL2 activator = activates IL-2 in a cell-based reporter assay; IL-2 activation reporter assay, cell-based qHTS; stimulated with anti-CD3/CD4/CD28 beads; in transgenic mouse T cells; activation, % (series mostly up to about 46 µM); actives 0.065% (n = 360,000); AID 652025; in the data active = activation above about 50%; inconclusive = mostly about 30% to 49%; also: 0% is about no effect
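Quantitative HTS in unstimulated transgenic mouse T cells, with memory T cells as non-tolerant control and PMA/ionomycin as tolerance-bypass control. Compound pretreatment lasted 60 minutes before 18 h bead stimulation; EGFP/DsRed fluorescence read.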
Nrf2 block = Nrf2 pathway inhibition; Potency, µM (highest dose often 46 µM), for the others: at the top dose activity change, negative = inhibition, most hits filed as inhibitors; actives 2.1% (n = 360,000); A549 ARE-Fluc reporter, luciferase luminescence, 18-24 h; also: potency is read from the fitted curve at half-maximal effect; % is scaled to controls: 0 for no effect and ±100 for the full control effect; nearly all actives have a fitted effect of over 60% in size
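A549 ARE_Fluc cells, 5000/well, 5% FBS OPTI-MEM; compounds in dose-response, 18-24 h at 37 °C/5% CO2; CellTiter-Fluor viability read (Ex 405/Em 525), then BugLite luciferase luminescence = Nrf2 activity.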
HepG2 tox = HepG2 cytotoxicity, counter-screen for TGF-b inhibitors; HepG2 CAGA-GFP viability, ATP luminescence, 18 h; Potency, µM (doses to about 46.1 µM), for inactives: at the highest dose activity change, negative = cytotoxicity, actives largely listed as cytotoxic; actives 0.76% (n = 410,000); AID 588856; also: potency is read from the fitted curve at half-maximal effect; some results filed as inactive show a strong effect at the top dose
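HepG2 CAGA-GFP cells (1000/well, DMEM with 1% FBS) received compound, then TGF-beta at 500 pg/mL final, and were incubated 18 hours at 37 degrees C. Viability was read by CellTiter-Glo luminescence. Media-only wells were set as complete cell-killing and DMSO as no toxicity.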
* = called active by the depositor; i = inactive; ? = inconclusive; . = no result given; [ ] = another dose, or the depositor's remark. Unless noted, calls follow the shape of the dose curve; as a rule, active = well fitted curve in the direction sought with a large enough effect; inconclusive = small, poorly fitted or top-dose-only effect, or another doubt; inactive = no such curve, though single readings can be large; an effect the other way counts as inactive or inconclusive.

Structure	Nrf2 activator	IL2 activator	TGFb SMAD3 inh	S2 tox	HepG2 tox	ATXN2 expr inh	A549 tox	EPAC2 agonist	Nrf2 block
Cc1c(Cl)c(C(=O)NC2CCCC2)nn1C	-0.3%	2.6	-1.2%	i	8.7%	2.3%	-0.8%	-0.6%	5.6%
O=C(CN1CCN(Cc2ccccc2)CC1)Nc1nnc(C(F)(F)F)s1	-0.4%	-0.1	1.4%	i	-5.1%	-14.3%	-0.1%	1.9%	16.5%
COc1ccc(Nc2c(-c3cc4ccccc4o3)nc3nc(C)cc(C)n23)cc1	4.5%	-0.4	.	?	.	16.2%	.	9.4%	.
Cc1ccc(O)c(N=Nc2ccc(S(=O)(=O)N3CCCC3)cc2)c1	0.4%	-1.8	-8.9%	i	6.4%	10.9%	2.3%	11.0%	1.3%
Cn1nc(C(=O)OCC(=O)Nc2ccc(S(N)(=O)=O)cc2)c2ccccc2c1=O	-0.5%	-1.4	2.5%	i	0.0%	4.8%	4.5%	-3.7%	0.4%
COc1cc(/C=N/NC(=O)c2cccs2)ccc1O	-0.2%	-2.5	-2.7%	i	12.7%	2.6%	1.9%	5.4%	16.2%
Cc1cc(C(=O)N/N=C/c2cc([N+](=O)[O-])ccc2O)c2ccccc2n1	-0.7%	1.1	?	?	-25.2%	?	-0.4%	6.5%	-19.8%
O=C(N/N=C/c1ccc(Cl)cc1)c1ccc2nc[nH]c2c1	-0.7%	-1.6	-3.2%	i	0.8%	.	.	15.3%	.
O=C(Oc1ccc(/C=N/NC(=O)c2ccccn2)cc1)c1cccc(F)c1	2.3%	-0.1	4.1%	i	-12.4%	0.8%	-0.8%	-6.2%	?
Nn1c(SCC(=O)NCCC2=CCCCC2)nnc1C1CCCCC1	-0.7%	-1.8	-15.1%	i	0.0%	6.2%	9.9%	5.3%	27.9%
CCOc1ccc(-c2noc(-c3ccncc3)n2)cc1OCC	0.3%	-0.3	-1.8%	i	-29.8%	0.4%	-8.7%	2.5%	-0.4%
O=C(Nc1cccc(O)c1)c1ccc2c(c1)C(=O)N(Cc1ccco1)C2=O	0.4%	1.1	-1.5%	i	-5.5%	9.0%	-5.2%	-2.8%	-0.8%
COc1ccc(Sc2ccc(-c3nc4cnccn4c3NC3CCCCC3)cc2OC)cc1	-1.0%	1.4	-0.3%	.	5.5%	-26.7%	-4.2%	2.1%	?
COc1cccc(-c2cnc(C(O)c3ccc(Cl)c(F)c3)[nH]2)c1 (configuration not stated)	0.5%	-0.3	-0.7%	?	-29.6%	0.0%	.	8.3%	.
COc1cc(C(c2nnnn2C(C)(C)C)N2CCN(C)CC2)cc(OC)c1OC (configuration not stated)	-0.5%	-0.5	-0.5%	i	3.6%	-8.5%	1.5%	-3.0%	15.7%
CC(=O)Nc1ccc(NC(=O)C(C)OC(=O)c2ccc3c(c2)OCCO3)cc1 (configuration not stated)	-0.2%	-0.6	-6.5%	i	-0.2%	.	-1.7%	6.0%	6.0%
C=CCn1c(O)c(N=NC(=O)CNC(=O)c2cccs2)c2ccccc21	2.7%	3.5	-9.1%	i	1.7%	.	1.0%	5.7%	5.3%
CC(C)OC(=O)CSc1nnc(-c2ccccn2)n1N	-0.8%	-3.4	-4.2%	i	19.1%	-9.8%	-1.4%	-1.7%	-6.9%
Cc1sc2nc(SCC(=O)N3CCCCC3)[nH]c(=O)c2c1C	0.0%	4.0	-8.7%	i	-10.5%	-7.8%	2.9%	-1.5%	3.6%
CCN(c1ccc(OC)cc1)S(=O)(=O)c1csc(C(N)=O)c1	0.5%	0.6	-1.0%	i	-2.7%	.	-0.3%	-5.3%	-27.3%
C/C=C\C(=O)Nc1cccc(C2=NOC3(C2)C[C@H](C(N)=O)N(C(=O)[C@H]2CCC(=O)N2)C3)c1 (some centres not stated)	0.1%	0.0	-12.8%	i	2.4%	0.3%	-4.6%	-2.5%	1.8%
CC(C)(C)c1ccc(C(=O)Nc2cccc([N+](=O)[O-])c2)cc1	9.7%	-0.5	?	?	-38.2%	-27.7%	-11.1%	2.7%	?
CCn1c(SCc2ccc(C(=O)O)cc2)nnc1-c1ccc(Cl)cc1	-1.0%	-0.9	19.5%	i	25.3%	.	4.7%	3.0%	0.0%
O=C(c1nc2ccc(Cl)cn2c1CN1CCCC(CO)C1)N1CCc2ccccc2C1 (configuration not stated)	0.1%	0.1	?	i	-0.4%	-3.1%	-10.9%	2.9%	8.8%
C=CCn1c(SCC(N)=O)nc2sc3c(c2c1=O)CCC3	2.8%	-1.1	-5.9%	i	7.8%	10.9%	0.3%	5.8%	-14.8%
CCCN(CCC)S(=O)(=O)c1ccc(C(=O)Nc2cccnc2)cc1	2.7%	1.0	?	i	-38.2%	.	?	3.3%	-22.5%
COc1cc(C2C(C#N)=C(N)OC3=C2C(=O)CC(C)(C)C3)cc2c1OCO2 (configuration not stated)	1.5%	-0.6	14.3%	i	-8.7%	1.1%	1.9%	6.1%	2.0%
Cc1cccc(-n2ncc3c(N4CCCC4)ncnc32)c1	-0.4%	-0.3	20.1%	i	-2.5%	-19.5%	4.9%	6.9%	?
CC(C)C(=O)N1CCN(c2ccc(NC(=O)c3cccs3)cc2)CC1	-0.2%	1.2	-1.2%	i	2.1%	13.0%	-1.4%	-4.6%	6.4%
O=C(NC1CCCC1)c1ccc(S(=O)(=O)N2CCCC2)cc1	-1.3%	0.1	-18.9%	?	3.2%	1.2%	-3.4%	4.3%	-12.3%
COc1cccc(/C=C2\CCc3ccccc3C2=O)c1	?	-1.1	?	?	-36.1%	.	-1.3%	15.1%	7.6%
CCOc1ccc(N(CC(=O)NCCSCc2ccco2)S(=O)(=O)c2ccc(C)cc2)cc1	-0.5%	-3.5	-4.4%	i	-5.5%	-10.5%	-1.5%	4.9%	-8.4%
O=C(CSC1CCCCC1)N1CCN(c2ccccc2)CC1	2.2%	-0.1	6.0%	i	-0.4%	39.6%[activator]	7.6%	0.3%	2.9%
O=c1cn[nH]c2ccccc12	0.3%	1.1	-0.4%	i	3.6%	3.0%	4.2%	8.8%	-6.7%
O=C(NCc1ccccn1)c1ccc(NS(=O)(=O)c2ccccc2)cc1	-0.2%	-0.2	9.8%	i	0.2%	4.7%	0.4%	8.5%	5.8%
O=C(O)CCc1ccc(S(=O)(=O)Nc2ccccc2N2CCCCC2)cc1	-0.3%	-0.2	0.9%	i	-3.8%	-2.9%	-5.1%	-0.4%	-14.6%
Cc1cc(C)n2nc(SCC(=O)N3CCCCC3C)nc2n1 (configuration not stated)	-0.2%	0.0	1.1%	i	0.6%	12.7%	-3.0%	0.2%	16.4%
COC(=O)N1N=C(c2ccccc2)CC1(O)C(F)(F)F (configuration not stated)	-0.1%	-1.3	7.9%	i	2.3%	26.0%	-7.3%	7.4%	26.0%
COc1cc(NC(=O)C2CC(c3cccc(Br)c3)=NO2)cc(OC)c1OC (configuration not stated)	4.6%	1.8	?	.	-25.1%	-17.1%	3.9%	19.4%	?
CC(=O)Nc1ccc(Sc2ncccc2C(=O)Nc2ccc(F)cc2)cn1	-0.5%	0.7	30.1%	i	-30.7%	-9.1%	2.8%	5.7%	-16.9%
CCOC(CCNC(=O)CCC(=O)Nc1ccc2nc(N3CCN(C)CC3)cc(C)c2c1)OCC	0.0%	0.7	0.0%	i	0.8%	0.0%	-0.9%	11.5%	5.3%
COc1ccc(S(=O)(=O)N2CCc3ccccc32)cc1C(=O)NCc1ccco1	21.8%	1.0	0.0%	i	-11.0%	-2.8%	14.0%	9.1%	1.0%
O=C(Nc1cccc(Cl)c1)c1csnn1	10.6%	.	18.8%	i	1.5%	6.0%	6.5%	.	18.7%
O=C(Nc1ccc(Oc2ccccc2)nc1)C1CCN(Cc2ccccc2)CC1	0.4%	0.6	-21.5%	i	-22.0%	-18.1%	-7.7%	-2.0%	0.5%
CCOc1ccccc1NC(=O)Cn1cnc2sc(C)c(S(=O)(=O)N3CCC(C)CC3)c2c1=O	-0.9%	.	2.8%	i	12.2%	-2.2%	6.1%	.	-4.7%[9.27 µM]
CS(=O)c1ccccc1COC(=O)Nc1ccc(Cl)cc1 (configuration not stated)	2.3%	0.6	-4.0%	i	-1.2%	-25.8%	-2.5%	-4.9%	.
COc1ccc(-c2cc(C(=O)Nc3c(C)nn(Cc4ccccc4C)c3C)no2)cc1	-0.9%	.	4.5%	i	0.7%	-8.9%	-3.7%	.	4.8%
CCC(=O)Nc1cccc(NC(=O)c2cccnc2)c1	3.4%	0.9	-0.7%	i	-10.4%	20.2%	3.3%	-4.6%	?
Cn1c(CNC(=O)Nc2cccc(Cl)c2)nnc1SCc1ccccc1	0.6%	-1.6	-0.2%	i	-6.3%	-9.8%	-6.6%	5.7%	-10.2%
CNC(=S)NC1(C)CCS(=O)(=O)C1 (configuration not stated)	-0.5%	-3.5	21.6%	i	20.5%	-0.6%	4.4%	14.4%	0.4%
Cc1ccc(CNc2ncnc3onc(-c4ccc(F)cc4)c23)cc1	5.2%	.	-0.4%	i	-9.6%	12.8%	6.2%	.	?

Compound activity from PubChem.
